Source: PubChem BioAssay (several laboratories)
UGM FP inh = Mtb UDP-galactopyranose mutase inhibition. actives 0.06% (n = 320,000). purified UGM, fluorescence polarization probe displacement. AID 504406. inhibition, % at 10 µM. P9WIQ1; in the data active = inhibition above about 10%, passing the limit was not always enough
Target sequence (P9WIQ1 whole entry, looked up): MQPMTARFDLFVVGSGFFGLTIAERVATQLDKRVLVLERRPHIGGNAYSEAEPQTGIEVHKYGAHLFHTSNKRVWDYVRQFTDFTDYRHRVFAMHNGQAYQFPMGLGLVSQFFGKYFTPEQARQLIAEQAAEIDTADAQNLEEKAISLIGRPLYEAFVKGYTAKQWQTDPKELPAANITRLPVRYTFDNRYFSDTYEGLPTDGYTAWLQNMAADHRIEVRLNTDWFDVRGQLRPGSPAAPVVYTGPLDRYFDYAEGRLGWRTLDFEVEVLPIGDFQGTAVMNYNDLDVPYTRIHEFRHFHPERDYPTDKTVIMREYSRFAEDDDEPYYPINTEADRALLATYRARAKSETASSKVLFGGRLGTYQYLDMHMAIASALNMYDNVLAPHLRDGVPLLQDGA
Mtb FBA inh = inhibitors of M. tuberculosis fructose-bisphosphate aldolase; inhibition, % at 1 µM; purified M. tuberculosis FBA, fluorescence read-out; actives 2.3% (n = 360,000); in the data active = inhibition above about 27%;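 also: 0% = vehicle and 100% = reference inhibitor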
CCHF vOTU inh = blocks the CCHF virus ovarian tumor domain protease; actives 0.55% (n = 370,000); inhibition, % at 11.5 µM; CCHFV vOTU protease, Pep-AMC fluorescence; AID 651958; also: 0% = vehicle wells with enzyme and 100% = no enzyme wells
Rv3671c protease = Rv3671c (M. tuberculosis) protease inhibition. P9WHR9. inhibition, % at 5.96 µM. actives 0.048% (n = 320,000); in the data active = inhibition above about 38%;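 also: extracellular domain of Rv3671c used as enzyme; 0% = enzyme with DMSO and 100% = no enzyme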
Target sequence (P9WHR9 whole entry, looked up, the tested form may be a part): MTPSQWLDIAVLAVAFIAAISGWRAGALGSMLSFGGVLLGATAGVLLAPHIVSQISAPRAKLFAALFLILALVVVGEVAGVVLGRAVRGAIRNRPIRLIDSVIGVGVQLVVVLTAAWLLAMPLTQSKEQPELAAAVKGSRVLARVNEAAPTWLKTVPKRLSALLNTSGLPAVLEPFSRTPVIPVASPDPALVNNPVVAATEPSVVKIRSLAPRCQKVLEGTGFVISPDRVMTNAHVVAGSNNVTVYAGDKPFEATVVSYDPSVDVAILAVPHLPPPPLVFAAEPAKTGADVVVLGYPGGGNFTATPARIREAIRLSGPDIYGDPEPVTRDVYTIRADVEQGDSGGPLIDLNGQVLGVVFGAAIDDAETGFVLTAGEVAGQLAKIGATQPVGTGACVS
GDH-TPI counter = GDH-TPI coupled enzyme inhibition counter-screen. actives 1.2% (n = 360,000). inhibition, % at 4.8 µM. GDH-TPI coupled enzyme counterscreen, NADH absorbance. AID 588335;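 also: 0% = DMSO wells and 100% = wells lacking the enzyme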
Mtb BioA inh = BioA (M. tuberculosis) enzyme inhibition. purified M. tuberculosis BioA enzyme, plate reader. inhibition, % at 9.99 µM. actives 0.096% (n = 360,000); in the data active = inhibition above about 40%
FadD28 binding = M. tuberculosis FadD28 bisubstrate binding inhibition; FadD28 bisubstrate probe binding, fluorescence polarization; actives 0.22% (n = 360,000); inhibition, % at 12.5 µM; in the data active = inhibition above about 8.5%, passing the limit was not always enough
BoNT-F LC inh = BoNT F light chain protease inhibition; Multiplex microsphere protease cleavage assay, flow cytometry; inhibition, % at 10 µM; actives 0.22% (n = 360,000); AID 588497; in the data active = inhibition above about 35%, passing the limit was not always enough; also: plate controls were buffer without enzyme for full effect and enzyme alone for no effect
MazEF act = increases E. coli MazEF RNase cleavage of RNA; P0AE70; FAM/BHQ RNA-DNA oligo cleavage fluorescence, 5 h; activation, % at 20 µM; actives 0.32% (n = 350,000); in the data active = activation above about 50%
VHR inh abs = blocks human VHR1 dual specificity phosphatase | P51452 | recombinant VHR phosphatase, pNPP absorbance | inhibition, % at 13.3 µM | actives 0.52% (n = 290,000) | AID 1654; in the data active = inhibition above about 50%; also: some compounds called inactive have numbers as strong as hits
Target sequence (P51452 whole entry, looked up): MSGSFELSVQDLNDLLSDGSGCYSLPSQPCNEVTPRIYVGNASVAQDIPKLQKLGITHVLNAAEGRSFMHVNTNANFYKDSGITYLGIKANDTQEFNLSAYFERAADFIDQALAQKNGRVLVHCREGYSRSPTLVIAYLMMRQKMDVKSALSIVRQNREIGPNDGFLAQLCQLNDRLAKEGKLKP
* = called active by the depositor; nt = not tested or not shown. Rule as the data show it, unless noted: active = inhibition above about 30%; inactive = the rest.

SMILES	UGM FP inh	Mtb FBA inh	CCHF vOTU inh	Rv3671c protease	GDH-TPI counter	Mtb BioA inh	FadD28 binding	BoNT-F LC inh	MazEF act	VHR inh abs
Cn1c(=S)[nH]c2cccnc21	2.3	0	6	-3	13	-1.2	3.3	7	-5	36
O=c1[nH]c2ccc(Cl)cc2c(O)c1-c1ccccc1	3.7	34*	-6	0	-4	-1.4	-0.8	4	0	17
CCCCCCNC(=O)c1c(O)c2ccccc2[nH]c1=O	2.9	-2	-19	-2	7	0.2	0.3	1	-4	4
CNC(=O)CSc1nnc(-c2cccnc2)n1-c1ccc(C)cc1	-0.9	2	-9	-1	-5	nt	-0.3	6	-19	22
Cc1cc(NC(=O)C(C)Sc2nc(-c3ccccc3)cc(=O)[nH]2)no1 (stereo not given)	-4.3	-2	5	5	-1	-3.5	-3.0	-8	-15	14
O=c1cc(CSc2nc3cc(Cl)ccc3o2)nc2sccn12	-0.1	0	2	3	4	0.5	-0.9	8	0	-1
CCOC(=O)c1sc(C)c(C(=O)NC2CCCCC2)c1N	1.6	9	5	2	0	-1.2	-1.6	-2	10	21
O=C(NCCn1ccc2ccccc21)C1CCCCC1	5.3	-2	0	0	-1	-0.1	-2.5	-5	15	39
CC(C)S(=O)(=O)c1csc(NC(=O)Nc2ccc(Cl)cc2)c1	3.4	0	-5	-10	-4	1.6	-4.0	2	1	27
CCOC(=O)Cc1csc(NC(=S)NC(=O)c2ccccc2C)n1	0.9	-2	12	-1	10	15	-4.6	-2	0	53*
COC(=O)C1(C)NC(c2ccc(Cl)cc2)C2C(=O)N(c3ccccc3)C(=O)C21 (stereo not given)	-0.3	2	-11	-4	11	-0.7	-1.0	-1	3	64
COc1ccc(-c2cc(C(F)(F)F)n3nc(C(=O)NCc4ccco4)cc3n2)cc1	-0.3	47*	-47	-9	34*	nt	-0.6	-9	13	-22

Profiles from above. Order of screens: UGM FP inh	Mtb FBA inh	CCHF vOTU inh	Rv3671c protease	GDH-TPI counter	Mtb BioA inh	FadD28 binding	BoNT-F LC inh	MazEF act	VHR inh abs
`CC(C)S(=O)(=O)c1csc(NC(=O)Nc2ccc(Cl)cc2)c1` in the list: 3.4	0	-5	-10	-4	1.6	-4.0	2	1	27
`Cc1cc(NC(=O)C(C)Sc2nc(-c3ccccc3)cc(=O)[nH]2)no1` (stereo not given) in the list: -4.3	-2	5	5	-1	-3.5	-3.0	-8	-15	14
`CCOC(=O)Cc1csc(NC(=S)NC(=O)c2ccccc2C)n1` in the list: 0.9	-2	12	-1	10	15	-4.6	-2	0	53*
`O=c1cc(CSc2nc3cc(Cl)ccc3o2)nc2sccn12` in the list: -0.1	0	2	3	4	0.5	-0.9	8	0	-1
`Cn1c(=S)[nH]c2cccnc21` in the list: 2.3	0	6	-3	13	-1.2	3.3	7	-5	36

(more compounds)
SMILES	UGM FP inh	Mtb FBA inh	CCHF vOTU inh	Rv3671c protease	GDH-TPI counter	Mtb BioA inh	FadD28 binding	BoNT-F LC inh	MazEF act	VHR inh abs
Cc1cccc(C(CC(=O)O)NC(=O)C(F)(F)F)c1 (stereo not given)	0.6	-1	-1	8	-4	nt	-1.8	2	16	7
Cc1nc(NCc2cccnc2)c2c3c(sc2n1)CCCC3	-1.4	1	-4	3	-2	-0.6	-2.1	-5	3	12
N#CCn1c(CN2CCCC2)nc2ccccc2c1=O	2.1	6	9	-12	1	nt	-1.0	13	5	8
CCCNC(=O)C1(C)CCCN(Cc2noc(-c3c(C)noc3C)n2)C1 (stereo not given)	nt	-1	1	nt	-1	-0.7	-2.8	-3	nt	nt
CC(C)(C)OC(=O)NCCCC[C@H](NC(=O)c1nc[nH]c1C(=O)N1CCN(c2ccccc2)CC1)C(=O)OC(C)(C)C	2.1	3	7	6	19	-0.2	-0.5	-6	-6	15
Cc1ccc(F)c(S(=O)(=O)NC(=O)C2(C)CCN2C(=O)Cc2ccc(Cl)cc2Cl)c1 (stereo not given)	nt	0	7	nt	-3	-0.6	-1.3	0	nt	nt
C=CCNC(=O)CCCOc1cccc(C)c1	0.1	2	-2	2	-10	-0.5	-2.5	0	-1	4
CCn1c(CSCc2ccc(F)cc2)nnc1SCC(=O)NCc1ccccc1	-2.8	1	-6	6	-6	2.2	-4.6	3	6	-2
COc1ccc(C(=O)NCc2nnc(SCC(=O)N3CCc4ccccc43)n2CCc2ccccc2)cc1	0.4	-2	0	-6	-7	0.0	1.1	-3	22	8
O=C(NC(=S)Nc1ccc(N2CCOCC2)c(Cl)c1)c1cccs1	-0.9	1	-7	-2	-5	nt	-1.7	0	0	12
Cc1ccccc1-c1nc2ccc(Cl)cc2c(=O)n1O	2.2	1	6	0	-6	1.5	1.5	0	7	6
C=CCOc1ccccc1CNCc1ccc(F)cc1	1.0	-1	-6	0	2	nt	-0.2	-14	-1	5
C[C@H](NC(=O)N1CCn2c1nc1ccccc12)C(=O)NCc1ccc2c(c1)OCO2	-1.7	0	9	-4	4	0.0	-1.2	-10	9	24
COC(=O)c1ccc(CNC(=O)c2coc3ccccc3c2=O)cc1	8.3	-4	9	-1	8	nt	-2.1	-9	2	11
COc1ccccc1N1CCN(C(c2cccs2)C(C)NC(=O)c2ccco2)CC1 (stereo not given)	-0.1	0	5	5	2	-1.0	-1.2	-8	9	38
CN(C)c1ccc(C(C#N)c2ccc(Cl)cc2)nn1 (stereo not given)	4.0	1	16	1	-2	nt	-3.4	-5	-5	27
CCN(CC)c1ccc(C=C2C(=O)OC(C)(C(C)(C)C)OC2=O)cc1 (stereo not given)	2.3	-1	-3	-22	36*	-1.8	1.1	12	-465	nt
COc1ccc([C@H]2C[C@H](O)[C@@H](n3cc(C4CC4)nn3)CN2C(=O)c2cccs2)cc1	nt	-1	9	nt	0	-2.4	-0.6	0	3	nt
COCCCNC(=O)CSc1nc2ccccc2c(=O)n1CCC(=O)NCCc1ccc(OC)c(OC)c1	0.3	1	16	-1	-4	nt	-3.7	0	4	1
O=C1N=C(N2CCCC2C(=O)O)S/C1=C\c1ccco1 (stereo not given)	1.6	-3	21	3	20	nt	-1.7	3	-2	22
O=C(/C=C/c1cccc([N+](=O)[O-])c1)NCCSCc1ccccc1Cl	-1.8	0	14	-12	10	nt	-0.5	0	1	-11
CC1CN(C2CCN(C(=O)c3ccccc3Cl)CC2)CC(C)O1 (stereo not given)	0.2	1	2	6	-1	nt	-0.9	8	2	-4
CC(C)Sc1ncnc2c1oc1ccccc12	-0.1	1	7	-7	15	-1.5	-0.5	0	4	8
CC(C)CCNc1nc(N)c([N+](=O)[O-])c(NCC2CCCO2)n1 (stereo not given)	3.4	-4	13	0	23	nt	-2.4	0	5	8
CC(C)Cc1nnc(NC(=O)c2ccncc2)s1	-1.4	-3	6	8	22	-0.7	-1.4	-22	9	21
COc1ccc(N2C(=O)/C(=C/c3cccnc3)NC2=S)cc1	4.4	-6	-12	-3	20	nt	2.5	-8	-2	38
CCOC(=O)CC1(NC(=O)c2cc(COc3cccc(OC)c3)on2)CCCCC1	1.1	-3	10	2	7	-0.9	-0.6	0	0	-17
O=C(Cn1cc([N+](=O)[O-])cn1)Nc1cccnc1	-0.5	-6	-6	8	5	nt	-5.2	-2	8	33
O=C(CSc1nc2ccc(Cl)cc2[nH]1)NC1CCCc2ccccc21 (stereo not given)	2.0	0	-4	-12	6	nt	-4.3	-1	-6	8
NC(=O)CSc1nnc(-c2cnccn2)n1-c1ccccc1	-2.8	1	13	-3	0	-0.9	-3.0	-1	2	-1
CCC(NC(=O)c1cc(COc2c(F)cccc2F)on1)c1ccncc1 (stereo not given)	-2.4	1	nt	-3	-4	-1.2	0.2	-2	-8	19
Cc1ccccc1-n1nc2c(c1NC(=O)CCCl)CSC2	2.8	1	-12	0	-6	-1.3	0.0	-22	-1	nt
Cc1cc(C)nc(SCC(=O)Nc2ncc(Cc3ccc(Cl)c(Cl)c3)s2)n1	1.8	4	-6	-6	6	0.3	1.4	-7	-6	-6
CC(C)OCCCNC(=O)c1ccc(C2SCC(=O)N2Cc2ccco2)cc1 (stereo not given)	-1.0	1	1	-14	-7	nt	-1.4	2	3	6
Cc1ccc(C)n1-c1ccc(-n2cnnn2)cc1	0.6	-2	10	1	16	-1.5	-1.8	0	0	7
Cc1nc(NC(=O)COC(=O)c2ccc(S(=O)(=O)N3CCc4ccccc4C3)cc2)c(Cl)cc1Cl	-0.8	-2	-1	-3	-2	nt	-3.7	-2	-33	6
CNc1ncnc2c1ncn2[C@H]1CN(Cc2ccc(Cl)cc2)C[C@@H](CO)O1	nt	-3	-5	nt	-6	-0.2	-2.9	-2	nt	nt
CCc1c(C)sc2nc(C(C)C)nc(SCC(=O)N3CCc4ccccc4C3)c12	0.6	nt	-8	-5	nt	nt	nt	nt	-6	-2
O=C(C(=O)N1CCOCC1)c1cn(Cc2ccccc2F)c2ccccc12	0.2	-2	2	-4	8	4.2	-3.4	-2	-5	34
CC(C)=CCCC(C)CCO (stereo not given)	nt	4	-6	-2	3	-2.7	-0.6	-6	4	nt
CCN(c1ccccc1)S(=O)(=O)c1ccc(NC(=O)c2ccco2)cc1	-0.3	0	9	-7	-1	nt	-4.3	-3	4	7
O=C1c2ccccc2CCC12OC2c1ccc([N+](=O)[O-])cc1 (stereo not given)	nt	1	16	nt	2	nt	-0.8	-1	6	nt
COc1cccc(CC2(CO)CCCN(Cc3cn(C)c4ccccc34)C2)c1 (stereo not given)	0.3	0	2	-5	13	1.3	1.1	0	4	11
Cc1nn(-c2cc(N3CCCC3)ccc2[N+](=O)[O-])c(=O)c2ccccc12	-1.5	-10	5	0	11	0.5	-3.5	nt	3	8
CCOC(=O)C1C(=O)C=C(c2ccc(C)cc2)CC1c1ccc([N+](=O)[O-])cc1 (stereo not given)	nt	-3	-4	nt	9	nt	0.8	-3	-5	-4
Brc1ccc(OCc2ccccc2)c(CNCC2CCCO2)c1 (stereo not given)	-3.9	-5	1	-3	6	nt	-5.0	-11	-3	9
O=C(COc1ccccc1Br)NC1CC1	1.2	2	2	-12	6	-2.6	-0.4	7	1	10
CSc1ccc(C=NNc2ccc(S(=O)(=O)Nc3ccccc3C(=O)O)cc2[N+](=O)[O-])cc1	-1.7	-5	-1	9	-5	0.7	4.9	-10	-32	nt
C#CCOCCOCCOCCNc1nc(N2CCN(C(=O)[C@H](CCC(=O)O)n3cc(CN)nn3)CC2)nc(N2CCN(C(=O)[C@H](CCC(=O)O)n3cc(CN)nn3)CC2)n1	4.0	-2	-6	-3	-6	-0.7	-3.1	-6	1	nt
CC(C)C(=O)Nc1nnc(SCC(=O)N2c3ccccc3CC2C)s1 (stereo not given)	2.2	2	12	3	4	-0.1	-1.4	0	6	11
CCOc1cc2[nH]c(=S)n(C3CC3)c(=O)c2cc1OCC	-1.6	5	15	-2	16	nt	-1.2	-1	3	2
Cc1cc(N2CCOCC2)nc2ccc(NC(=O)CCC(=O)N3CCCCC3)cc12	1.5	37*	-77	-2	-1	1.0	1.4	-2	1	32
COC(=O)C(NC(=O)c1ccc(OC)cc1)(Nc1ncc(S(=O)(=O)c2ccc([N+](=O)[O-])cc2)s1)C(F)(F)F (stereo not given)	0.1	-2	nt	-7	-3	3.1	-12	4	-1	19
CC(OC(=O)c1cccnc1SCc1cc(=O)n2ccccc2n1)c1ccccn1 (stereo not given)	5.8	1	-4	-5	22	-0.9	0.0	-5	-1	40
O=C(CSc1nc2c(c(=O)n1-c1ccc(F)cc1)SCC2)NCC1CCCO1 (stereo not given)	0.6	0	1	5	14	12	0.8	-4	4	33
CSc1cccc(NC(=O)C2(S(=O)(=O)c3ccc(C)cc3)CC2)c1	-2.3	1	-5	13	-2	0.6	-2.2	-10	5	-7
O=C(Cn1cncn1)N/N=C/c1cccc2ccccc12	-1.3	-2	19	-9	8	19	-2.7	1	-7	-11

The order is random. About 4.9% of those tested had a hit in this group.
